Screening data deposited in PubChem by several laboratories.
TDP2 absorb: blocks human TDP2 phosphodiesterase activity; inhibition, % at 12.8 µM; AID 720702; 0.34% of 370,000 active; recombinant TDP2, T5PNP hydrolysis, p-nitrophenol absorbance 415 nm; O95551;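 active means inhibition above the mean of all tested compounds plus 3 SD, set per campaign, cut at about 25% in these data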;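 further: 0% = DMSO with enzyme and 100% = buffer with substrate but no TDP2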
Target sequence (O95551 whole entry, looked up): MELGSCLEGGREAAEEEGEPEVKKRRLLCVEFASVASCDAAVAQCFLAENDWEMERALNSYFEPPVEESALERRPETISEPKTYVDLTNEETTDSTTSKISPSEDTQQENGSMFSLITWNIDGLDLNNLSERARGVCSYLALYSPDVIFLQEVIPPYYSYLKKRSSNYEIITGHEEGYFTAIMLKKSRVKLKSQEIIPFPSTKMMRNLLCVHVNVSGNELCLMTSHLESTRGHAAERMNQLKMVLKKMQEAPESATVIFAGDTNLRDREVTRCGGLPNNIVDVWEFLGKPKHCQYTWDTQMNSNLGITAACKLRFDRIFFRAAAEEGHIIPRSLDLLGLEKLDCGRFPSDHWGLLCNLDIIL
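Evaluation: % inhibition relative to enzyme-containing and enzyme-free wells. Material: recombinant human TDP2. Benchmarks: enzyme-free and DMSO wells. Timing: enzyme reaction with compound for 2 h at 37 °C. Compound dosing: 12.8 µM only. Measured by: p-Nitrophenol epi absorbance. Reagent: T5PNP substrate at 5 mM, a TopII-DNA adduct mimic. Replication: single well per compound.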
SIAE inh: human SIAE inhibition, primary screen; inhibition, % at 9.66 µM; AID 1053197; SIAE FP-Rh probe binding, fluorescence polarization; Q9HAT2; 0.69% of 370,000 active;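 active means inhibition above a cutoff: mean of compounds within the control limits plus 3 SD of those, cut at about 17% in these data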;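 further: 0% = plate median of compound wells and 100% = probe without SIAE protein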
rCAG RNA binder: r(CAG) repeat RNA binding; 1.3% of 370,000 active; inhibition, % at 3 µM; TO-PRO-1 dye displacement fluorescence;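 active means inhibition above the plate cutoff, the mean of all test compounds on that plate plus 3 SD, cut at about 35% in these data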;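 further: 0% = DMSO alone and 100% = 100 µM mitoxantrone as full dye displacement; higher means more dye released from RNA so lower well fluorescence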
HTRA1 inh: inhibitors of human serine peptidase HTRA1; 0.5% of 340,000 active; AID 504803; recombinant HTRA1, FP-rhodamine activity-based probe, fluorescence polarization; inhibition, % at 5.96 µM; in the data active means inhibition above about 36%;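 further: 0% = enzyme with DMSO and 100% = wells lacking enzyme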
mABHD4 FP: inhibitors of mouse ABHD4 | 0.54% of 370,000 active | inhibition, % at 8.92 µM | Q8VD66 | purified mABHD4, FP-Rh probe fluorescence polarization;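 active means inhibition exceeding the mean over every tested compound plus 3 SD, cut at about 30% in these data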;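 further: 0% = plate median of compound wells and 100% = S159A mutant with DMSO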
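Doses – 8.92 µM, single dose · Material – wild-type mouse ABHD4 protein · Replication – single well per compound (singlicate) · Measure – percent inhibition of probe binding, normalized to plate controls · Schedule – 45 min compound pre-incubation plus 60 min probe step, 25 °C · Detection – fluorescence polarization with parallel and perpendicular emission, 525/598 nm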
NR1D1 modulator: modulators of human Rev-erb alpha DNA binding; activity, % at 10 µM; P20393; Rev-erbα–FITC-DNA binding, fluorescence polarization, 90 min; 0.79% of 370,000 active;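 active means activity above about 14%, limit read from the data; passing the limit was not always enough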;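 further: 0% = DMSO wells with 35 nM protein and 100% = DMSO wells with 750 nM protein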
Target sequence (P20393 whole entry, looked up): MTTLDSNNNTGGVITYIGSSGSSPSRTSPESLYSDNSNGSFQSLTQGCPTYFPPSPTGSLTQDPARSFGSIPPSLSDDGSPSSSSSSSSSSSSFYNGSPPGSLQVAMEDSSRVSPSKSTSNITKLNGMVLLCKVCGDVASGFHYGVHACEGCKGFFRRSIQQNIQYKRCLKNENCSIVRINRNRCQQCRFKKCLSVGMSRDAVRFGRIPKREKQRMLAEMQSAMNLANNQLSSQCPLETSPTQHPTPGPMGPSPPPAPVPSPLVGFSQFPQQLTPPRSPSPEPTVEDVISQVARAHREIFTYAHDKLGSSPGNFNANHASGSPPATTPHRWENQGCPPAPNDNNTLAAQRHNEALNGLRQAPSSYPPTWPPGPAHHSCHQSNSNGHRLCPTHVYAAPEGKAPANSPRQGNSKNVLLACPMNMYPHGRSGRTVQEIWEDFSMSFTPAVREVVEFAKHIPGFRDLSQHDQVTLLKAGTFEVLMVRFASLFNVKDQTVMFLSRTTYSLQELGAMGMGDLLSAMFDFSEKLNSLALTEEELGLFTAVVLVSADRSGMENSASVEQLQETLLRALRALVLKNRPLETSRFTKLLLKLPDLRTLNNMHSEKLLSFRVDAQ
PRMT1 FP inh: PRMT1 (human) inhibition, primary screen; recombinant PRMT1, activity-based probe fluorescence polarization; inhibition, % at 2.79 µM; 1.3% of 370,000 active; Q99873; AID 652257;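 active means inhibition above about 21% made by adding two undisclosed values, limit read from the data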
TCR-CD3 inh: inhibitors of human TCR-CD3 interaction | TAMRA-labeled TCR probe fluorescence, biochemical | inhibition, % at 9.4 µM | 0.37% of 360,000 active; in the data active means inhibition above about 19%;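 further: recombinant mutant TCR 2C K166C tagged with TAMRA read by polarization; 0% = receptor in buffer alone and 100% = receptor with positive control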
LEDGF integ inh: blocks HIV-1 LEDGF/p75-dependent DNA integration | TR-FRET IN-LEDGF/p75 DNA integration, Eu/Cy5 | inhibition, % at 3.7 µM | 0.64% of 370,000 active;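 active means inhibition above the screen-wide mean plus 3 SD, cut at about 13% in these data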;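 further: signal is the Cy5 over europium emission ratio at 671 and 618 nm; 0% = plate median of compound wells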
PG9 binder: small molecules binding HIV-1 gp120 antibody PG9; TR-FRET gp120-PG9 antibody binding; 0.43% of 360,000 active; AID 624416; inhibition, % at 6.7 µM; in the data active means inhibition above about 8.5%
* = called active by the depositor; nt = no result given. An excerpt (hit frequency here may not be typical).

SMILES	TDP2 absorb	SIAE inh	rCAG RNA binder	HTRA1 inh	mABHD4 FP	NR1D1 modulator	PRMT1 FP inh	TCR-CD3 inh	LEDGF integ inh	PG9 binder
C/C=C(/C)C(=O)Nc1cccc(C2=NOC3(C2)C[C@H](C(N)=O)N(C(=O)c2ccc(Cl)cc2)C3)c1 (stereo partly specified)	6	1	7	-10	-2	-1	2	1	-1	-0.7
O=C1CN(C(=O)c2ccccc2)C(c2ccc(F)cc2)c2cc(Br)ccc2N1 (stereo unspecified)	2	15	-3	-13	-2	-2	0	1	3	-2.4
O=C(OCc1c(Cl)cccc1Cl)c1cccnc1	9	8	-1	-9	-3	-1	-2	0	0	-4.8
Cc1ccc(Cn2nnnc2CN2CCC(NC(=O)c3ccccc3F)CC2)cc1	6	-7	-12	-9	4	8	1	-4	-5	0.2
COc1ccc(CNC(=O)COC(=O)/C=C/c2cccc(Cl)c2)cc1	-8	-2	2	1	5	-1	-3	5	4	-0.3
C(=N\Nc1nc(-c2ccccc2)cs1)/c1ccco1	-22	8	20	9	13	2	24*	-3	1	1.0
O=C(O)c1ccccc1OCCOc1ccccc1	11	-1	2	-3	2	5	0	5	-1	1.5
CC[C@H](C)C(C(=O)N1CCN(C(=O)OC(C)(C)C)CC1)n1cc(C(CC(C)C)NC(=O)OC(C)(C)C)nn1 (stereo partly specified)	5	7	-2	-9	3	-1	-3	0	1	0.8
O=C(O)CCCN1C(=O)C2C3CC(C2C1=O)C1C(c2ccccc2)c2sc(=O)n(-c4ccccc4)c2SC31 (stereo unspecified)	-8	-1	14	0	8	-4	3	0	-5	-2.3
CCOc1ccccc1N(CC(=O)Nc1ccc2c(c1)OCO2)S(C)(=O)=O	-2	-1	-2	3	2	-1	1	-1	-2	-1.9
COc1ccc(C(=O)N/N=C(\C)Cn2cnc([N+](=O)[O-])n2)cc1	-2	10	1	0	8	0	0	6	-2	-2.5
CC1CC(C)(C)CC2(C1)NC(=O)N(CC(=O)Nc1ccc(N3CCCCC3)cc1)C2=O (stereo unspecified)	1	-4	-10	7	-4	1	-1	1	-1	-1.3
Cc1cc(C(=O)CSc2ccc(F)cc2)cc(C)c1OC(=S)N(C)C	-6	-4	1	-17	-12	-2	-4	1	-1	0.1
COc1ccc(CCNC(=O)c2ccc(Cl)cc2Cl)cc1	3	1	-3	7	-6	7	1	-4	2	-0.2
CCC1Oc2ccccc2N(CC(=O)N2CCCC2)C1=O (stereo unspecified)	-6	-4	2	4	-2	2	-3	0	-1	-0.2
COc1ccc(CCNC(=O)Nc2ccc3c(c2)c(=O)n(C)n3Cc2ccc(Cl)cc2)cc1OC	0	6	3	nt	-6	-1	-7	5	2	0.9
COc1ccc(Cl)cc1S(=O)(=O)N1CCCC(C(=O)NCCc2ccccc2)C1 (stereo unspecified)	-21	-15	-2	-1	-6	-6	-4	10	3	-0.9
c1csc(-c2nc(N3CCCCC3)no2)c1	3	-6	4	-3	0	-1	6	2	0	-0.3
S=C(c1cn(CCOc2cccc3ccccc23)c2ccccc12)N1CCCC1	7	-10	8	-37	-14	2	-2	-13	3	-2.4
CCCN(CCC)CCNC(=O)c1cc2c(C)nc3ccccc3c2o1	5	-1	-6	-1	1	4	-3	5	-1	-0.4
Oc1ccc(CCNc2c3ccccc3nc3ccccc23)cc1O	-1	19*	14	62*	23	1	12	21*	4	-4.6
COc1cc(C(N)=O)ccc1OCc1ccccc1	-20	-8	7	10	-5	-5	-2	6	6	-1.3
COc1cc(NC(=O)c2cccnc2Sc2ccc(Cl)cc2)cc(OC)c1OC	-12	4	-1	-16	1	2	-1	9	1	-2.5
Cc1nn(C)c(Oc2ccccc2)c1CCNS(=O)(=O)c1ccccc1	-2	2	-1	-1	-9	6	0	-4	1	-0.3
O=C1CSC(c2ccccc2[N+](=O)[O-])N1CCc1ccccc1 (stereo unspecified)	12	2	-4	1	-1	1	1	4	0	-2.3
Cc1ccc(N(CC(=O)NCc2ccc(F)cc2)C(=O)CCC(=O)Nc2ccccn2)cc1C	-12	2	-2	1	-1	-3	0	4	0	2.1
CCC(=O)Nc1nonc1-c1nc2ccccc2n1N(C(=O)CC)C(=O)CC	4	-3	4	-1	9	1	2	-4	1	0.0
CC(C)c1c(C(=O)N/N=C/c2ccc(OCc3ccc(F)cc3)cc2)nnn1-c1nonc1N	9	1	2	-10	4	2	1	0	1	-1.9
Cc1cc(NC(=O)Nc2ccc(F)cc2)no1	3	2	1	4	4	-1	2	-3	-1	1.6
COC(=O)c1ccc(C(=O)OC)c(NC(=S)N2CCN(c3cccc(Cl)c3)CC2)c1	-9	0	5	-20	-1	2	-2	2	1	-0.9
CCC(CCC(=O)Nc1ccc(S(N)(=O)=O)cc1)C(=O)O (stereo unspecified)	-13	2	1	-5	-1	1	-1	-1	0	-1.1
NC(=O)c1cccc2c1-c1ccccc1/C2=N/NC(N)=S	19	7	3	12	2	4	2	3	2	-7.3
CCc1noc(C)c1C(=O)Nc1nc(-c2ccc(F)cc2)c(C)s1	-13	-6	-7	-16	-20	-1	0	-6	-4	0.9
CCN(CC)CCN(Cc1cc2cc3c(cc2[nH]c1=O)OCCO3)C(=S)NCCCOC	-1	-14	-2	3	-3	0	-2	0	0	-1.7
O=C(O)CCCNS(=O)(=O)c1ccc2ccccc2c1	5	6	0	4	-6	3	-3	0	1	2.8
CC(=O)N(CN1C(=O)c2ccccc2C1=O)c1ccccc1	14	7	0	0	1	7	0	10	1	-1.3
COc1ccc(CNC(=O)c2cc(=O)c3cc(C)c(C)cc3o2)cc1	6	-7	0	-3	3	-3	2	3	-1	1.8
Cc1ccccc1NC(=O)N(CCc1nc2ccccc2[nH]1)Cc1ccccc1	8	-6	1	-6	-5	-2	-2	7	0	0.5
CCN1CCN(C(=O)CCc2nnc(CCCCc3ccccc3)o2)[C@@H](C)C1=O	9	-2	-5	-2	-2	0	1	1	-2	1.0
CCc1nc2ccccc2c(C(=O)Oc2cccc3cccnc23)c1C	0	-1	-2	-6	-4	7	-4	2	2	1.2

Some of the entries so far, in markdown.
| SMILES | TDP2 absorb | SIAE inh | rCAG RNA binder | HTRA1 inh | mABHD4 FP | NR1D1 modulator | PRMT1 FP inh | TCR-CD3 inh | LEDGF integ inh | PG9 binder |
| --- | --- | --- | --- | --- | --- | --- | --- | --- | --- | --- |
| CC(=O)N(CN1C(=O)c2ccccc2C1=O)c1ccccc1 | 14 | 7 | 0 | 0 | 1 | 7 | 0 | 10 | 1 | -1.3 |
| COc1ccc(CNC(=O)c2cc(=O)c3cc(C)c(C)cc3o2)cc1 | 6 | -7 | 0 | -3 | 3 | -3 | 2 | 3 | -1 | 1.8 |
| Cc1ccccc1NC(=O)N(CCc1nc2ccccc2[nH]1)Cc1ccccc1 | 8 | -6 | 1 | -6 | -5 | -2 | -2 | 7 | 0 | 0.5 |
| CCN1CCN(C(=O)CCc2nnc(CCCCc3ccccc3)o2)[C@@H](C)C1=O | 9 | -2 | -5 | -2 | -2 | 0 | 1 | 1 | -2 | 1.0 |

Limited to NR1D1 modulator, for some of the entries so far:
structure	NR1D1 modulator
O=C(O)CCCNS(=O)(=O)c1ccc2ccccc2c1	3
CC(=O)N(CN1C(=O)c2ccccc2C1=O)c1ccccc1	7
COc1ccc(CNC(=O)c2cc(=O)c3cc(C)c(C)cc3o2)cc1	-3

Whole records as entered above. Order of screens: TDP2 absorb, SIAE inh, rCAG RNA binder, HTRA1 inh, mABHD4 FP, NR1D1 modulator, PRMT1 FP inh, TCR-CD3 inh, LEDGF integ inh, PG9 binder
`COc1cc(NC(=O)c2cccnc2Sc2ccc(Cl)cc2)cc(OC)c1OC` is entered as -12, 4, -1, -16, 1, 2, -1, 9, 1, -2.5
`O=C(O)CCCNS(=O)(=O)c1ccc2ccccc2c1` is entered as 5, 6, 0, 4, -6, 3, -3, 0, 1, 2.8
`Cc1cc(NC(=O)Nc2ccc(F)cc2)no1` is entered as 3, 2, 1, 4, 4, -1, 2, -3, -1, 1.6

Returning to the listing, starting two compounds before the break.
SMILES	TDP2 absorb	SIAE inh	rCAG RNA binder	HTRA1 inh	mABHD4 FP	NR1D1 modulator	PRMT1 FP inh	TCR-CD3 inh	LEDGF integ inh	PG9 binder
CCN1CCN(C(=O)CCc2nnc(CCCCc3ccccc3)o2)[C@@H](C)C1=O	9	-2	-5	-2	-2	0	1	1	-2	1.0
CCc1nc2ccccc2c(C(=O)Oc2cccc3cccnc23)c1C	0	-1	-2	-6	-4	7	-4	2	2	1.2
O=C(NC1CCCCCC1)c1cc2c(=O)n3ccccc3nc2s1	0	-4	8	-7	-10	0	6	-7	1	4.2
O=C(Nc1ccc(F)cc1)N1CCCCCC1	6	18*	-2	3	-5	-3	-1	-4	3	-2.1
O=C(/C=C/c1ccc(Br)o1)NC(c1ccccc1)c1ccccc1	-8	-10	8	-35	-21	-2	14	5	-3	0.0
CC1CN(C(=S)SCC(=O)c2ccc(Cl)cc2)CC(C)O1 (stereo unspecified)	-10	-2	4	-11	1	2	2	-9	-7	-2.5
CCC(=O)Nc1cc(=O)[nH]c2nc(-c3ccc(Cl)cc3)nn12	5	8	6	-6	-7	-3	-1	10	3	-1.4
O=C(O)c1ccccc1Nc1ccc([N+](=O)[O-])cc1C(=O)O	-7	4	0	2	7	2	-3	2	1	0.0
O=C(CSc1nnc(NC(=O)c2ccccc2F)s1)NC1CC1	-9	6	2	-4	-2	0	1	3	-3	-1.7
CCCCOC(=O)Nc1ccc(S(=O)(=O)Nc2ncccn2)cc1	-6	-12	-3	nt	0	1	-2	4	-4	-2.1
Cc1ccc(N(CC(=O)N2CCOCC2)S(C)(=O)=O)cc1	5	5	3	10	3	-3	0	2	-1	-0.5
COc1ccc(CNC(=O)CCOc2ccc(C(C)(C)C)cc2)cc1	3	8	-2	-6	-2	0	-1	1	-1	-0.1
O=C(CN1C(=O)CNC1=O)Nc1ccc(Cl)cc1	-16	0	2	-3	-7	-4	-4	2	6	0.7
CC1CCN(S(=O)(=O)c2cccc(C(N)=O)c2)CC1	-4	6	-5	4	5	4	1	-9	-7	-0.6
Fc1ccc(C2=NOC(c3nnc(-c4ccccc4)o3)C2)cc1 (stereo unspecified)	-2	0	-2	-9	-6	-2	-2	3	3	-1.6
O=C(CCC(=O)N1CCOc2ccccc21)NCCCN1CCOCC1	-1	3	0	1	9	-9	-3	5	-3	1.2
COc1cc2c(-c3ccc(O)cc3)nc3c(c(C)nn3-c3ccccc3)c2cc1OC	5	-24	11	-28	-7	13	1	2	1	0.1
